Compound activity: PubChem, National Center for Advancing Translational Sciences (NCATS)
APEX1 inh – qHTS Assay for Inhibitors of the Human Apurinic/apyrimidinic Endonuclease 1 (APE1). DNA repair nuclease/redox regulator APEX1 (Homo sapiens), P27695. recombinant APE1, TAMRA/BHQ-2 abasic DNA cleavage fluorescence. Potency, µM (doses to about 65.8 µM), without a hit: top-dose activity change, negative = inhibition, most hits filed as inhibitors. 350,000 tested, 0.35% active;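 also: potency is read from the fitted curve at half-maximal effect; plate controls were vehicle for no effect and reference inhibitor for full effect; nearly all actives have a fitted effect of over 55% in size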
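Endonuclease cleavage of a quenched abasic-site DNA duplex (50 nM) by APE1 (0.75 nM) was tracked by TAMRA dequenching. Compounds were preincubated with enzyme 15 min at room temperature; data normalized to buffer-only and DMSO wells plus NSC13755 control.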
ERG Ets-DNA blk – qHTS for Small Molecule Inhibitors of the ERG Ets/DNA interaction | Transcriptional regulator ERG (Homo sapiens), P11308 | fluorescence polarization, His-ERG Ets domain / labelled DNA | Potency, µM (series often up to 76.9 µM), for inactives: at the highest dose FP activity, negative = inhibition, hits mostly inhibitors | 370,000 tested, 0.028% active | AID 624246, 2012; active = well fitted inhibition curve with a large enough effect in the polarisation, with a control signal flat; inconclusive = small, poorly fitted or top-dose-only effect, or effect the other way, or a change in a side signal; inactive = no such curve, though single readings can be large or run the other way; the % refers to the polarisation;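 also: polarization taken with two DNA probes labelled with fluorescein and Texas red; potency is read from the fitted curve at half-maximal effect; % of control where 0% means no effect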
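His-tagged ERG Ets domain (1 uM in the protein solution; 300mM KCl, 50mM Tris-HCl, 1mM EDTA, 1mM DTT, pH 7.5) received compound, then a probe mix of 5 nM fluorescein-DNA and 100nM Texas-615-DNA. Fluorescence polarization was read for both dyes.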
TRHR ag – qHTS for Small Molecule Agonists and Allosteric Enhancers of Human TRH Receptor: Primary Screen for Agonists. Thyrotropin-releasing hormone receptor (Homo sapiens), P34981. 360,000 tested, 0.18% active. TRHR cells, calcium flux fluo-8, FDSS agonist mode. AID 493084, 2011. activation, % at 2 µM; in the data active = activation above about 30%; also: 0% is about no effect
Target sequence (P34981 whole entry, looked up): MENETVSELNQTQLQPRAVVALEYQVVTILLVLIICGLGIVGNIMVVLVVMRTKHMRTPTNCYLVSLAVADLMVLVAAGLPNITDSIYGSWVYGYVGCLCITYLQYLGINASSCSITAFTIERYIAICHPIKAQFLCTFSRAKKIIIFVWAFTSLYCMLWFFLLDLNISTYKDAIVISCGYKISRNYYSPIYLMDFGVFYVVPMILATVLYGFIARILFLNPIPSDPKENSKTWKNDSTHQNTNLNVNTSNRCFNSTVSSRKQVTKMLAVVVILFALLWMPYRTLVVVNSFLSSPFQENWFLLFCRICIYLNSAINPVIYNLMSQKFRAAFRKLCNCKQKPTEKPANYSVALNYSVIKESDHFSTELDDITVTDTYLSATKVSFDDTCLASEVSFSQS
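TRHR-expressing cells, plated overnight in medium with 10% serum, were loaded with fluo-8 calcium dye at room temperature. After a 10 s baseline, library compound was pin-added and calcium release was recorded kinetically (ex 480/em 530) as agonist response.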
POLK inh – qHTS for Inhibitors of Polymerase Kappa | DNA polymerase kappa (Homo sapiens), Q9UBT6 | purified Pol kappa, fluorescent DNA synthesis assay, 10 min | Potency, µM (doses to about 107 µM), inactives show at the highest dose activity, negative = inhibition, most hits filed as inhibitors | 400,000 tested, 0.53% active; also: potency is read from the fitted curve at half-maximal effect; % is scaled to controls: 0 for no effect and ±100 for the full control effect
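Pol kappa 10 nM + cpd, 15 min RT; start w/ substrate 50 nM final; fluorescence kinetic read, 0 and 10 min. Neg ctrl: buffer, no enzyme.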
POLB inh – qHTS Assay for Inhibitors of DNA Polymerase Beta | 340,000 tested, 1.3% active | Pol beta primer extension/strand displacement, fluorescence kinetic | P06746 | Potency, µM (titrated, usually from 114 µM), without a hit: at the highest dose activity change, negative = inhibition, actives largely listed as inhibitors; also: potency is read from the fitted curve at half-maximal effect; % is scaled to controls: 0 for no effect and ±100 for the full control effect
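Human Pol beta at 10 nM; strand-displacement substrate 50 nM final. Compound exposure 15 min at room temperature before start, reaction 10 min at room temperature.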
BLM inh – qHTS Assay for Inhibitors of Bloom's syndrome helicase (BLM). 350,000 tested, 0.2% active. recombinant BLM DNA unwinding, fluorescence dequenching. Potency, µM (titrated, usually from 56.1 µM), inactives show at the highest dose activity change, negative = inhibition, hits mostly inhibitors. RecQ-like DNA helicase BLM (Homo sapiens), P54132;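 also: potency is read from the fitted curve at half-maximal effect; plate controls were vehicle for no effect and no enzyme for full effect; nearly all actives have a fitted effect of over 35% in size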
Anesthetic bind – qHTS Assay for Identification of Novel General Anesthetics. 350,000 tested, 0.074% active. Ferritin light chain (Equus caballus), P02791. AID 485281, 2010. Potency, µM (titrated, usually from 77.5 µM), for inactives: at the top dose activity change, negative = displacement, hits mostly inhibitors. apoferritin/1-aminoanthracene competitive binding, fluorescence; also: potency is read from the fitted curve at half-maximal effect; % is scaled to controls: 0 for no effect and ±100 for the full control effect; nearly all actives have a fitted effect of over 20% in size
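10 uM apoferritin + 50% sat. 1-AMA, PBS; cpd 10 min RT; Ex380/Em535 endpoint; normalized to free probe vs complex; 4-param Hill fit; propofol titration as pos. ctrl.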
Pol iota inh – qHTS for Inhibitors of Polymerase Iota; DNA polymerase iota (Homo sapiens), Q9UNA4; Pol iota fluorescent replication assay, 10 min; Potency, µM (doses to about 115 µM), for the others: top-dose activity, negative = inhibition, most hits filed as inhibitors; 390,000 tested, 1% active; AID 588590, 2011; also: potency is read from the fitted curve at half-maximal effect
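Pol iota at 10 nM preincubated 15 min with compounds at room temperature; reaction started with fluorescent substrate, 50 nM final. Fluorescence read kinetically at 0 and 10 min; buffer-only wells as negative control.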
ALOX12 inh – Primary qHTS assay for inhibitors of human arachidonate 12S-lipoxygenase (ALOX12): Round 2; AID 1671190, 2021; Potency, µM (series often up to 108 µM), inactives show at the top dose activity change, negative = inhibition, hits mostly inhibitors; 580,000 tested, 1.1% active; purified 12hLO, xylenol orange hydroperoxide absorbance; Polyunsaturated fatty acid lipoxygenase ALOX12 (Homo sapiens), P18054; also: potency is read from the fitted curve at half-maximal effect; % is scaled to controls: 0 for no effect and ±100 for the full control effect
Target sequence (P18054 whole entry, looked up): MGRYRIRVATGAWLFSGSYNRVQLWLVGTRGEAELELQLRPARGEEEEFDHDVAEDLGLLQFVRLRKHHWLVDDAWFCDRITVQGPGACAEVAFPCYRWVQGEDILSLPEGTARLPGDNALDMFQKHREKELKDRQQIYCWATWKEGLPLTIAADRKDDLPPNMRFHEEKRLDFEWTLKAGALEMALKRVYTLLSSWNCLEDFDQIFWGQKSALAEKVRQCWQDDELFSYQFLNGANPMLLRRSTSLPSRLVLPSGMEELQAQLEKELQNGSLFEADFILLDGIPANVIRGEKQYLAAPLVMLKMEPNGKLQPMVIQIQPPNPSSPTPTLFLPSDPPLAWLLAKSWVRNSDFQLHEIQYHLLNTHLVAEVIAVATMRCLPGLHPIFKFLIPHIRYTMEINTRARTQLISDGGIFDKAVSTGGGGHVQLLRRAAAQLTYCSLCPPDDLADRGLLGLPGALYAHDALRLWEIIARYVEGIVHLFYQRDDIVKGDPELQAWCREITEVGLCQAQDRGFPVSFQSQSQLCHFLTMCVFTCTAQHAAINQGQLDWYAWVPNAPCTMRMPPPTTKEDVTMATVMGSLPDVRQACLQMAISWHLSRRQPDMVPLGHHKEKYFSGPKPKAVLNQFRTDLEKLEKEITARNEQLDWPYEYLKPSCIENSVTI
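Hydroperoxide product was detected by ferrous iron/xylenol orange as the 573 to 405 nm absorbance ratio. Arachidonic acid at 40 uM (final) was turned over for 30 min at room temperature by 150 nM human 12hLO, pH 7.0 Hepes buffer, after 15 min compound preincubation.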
The depositor's hits bear a star; [ ] = remark or other dose. Unless noted, calls follow the shape of the dose curve; as a rule, active = well fitted curve in the direction sought with a large enough effect; inconclusive = small, poorly fitted or top-dose-only effect, or another doubt; inactive = no such curve, though single readings can be large; an effect the other way counts as inactive or inconclusive. A portion of the library (hit frequency here may not be typical).

What do the screens show for `COc1cc(OC)c(C2N(c3ccc(Cl)c(Cl)c3)C(=O)C3CCCN32)cc1OC` (stereo not drawn)?
APEX1 inh: -1%; ERG Ets-DNA blk: -13%; TRHR ag: 0.3; POLK inh: -8%; POLB inh: 30%; BLM inh: -7%; Anesthetic bind: -19%; Pol iota inh: 8%; ALOX12 inh: inconclusive

What do the screens show for `Cc1ccc(C)c(S(=O)(=O)N2CCN(C(=O)C3CCN(c4ncnc5sc(C)c(C)c45)CC3)CC2)c1`?
APEX1 inh: -2%; ERG Ets-DNA blk: 0%; TRHR ag: 0.7; POLK inh: -12%; Pol iota inh: 74%[activator]; ALOX12 inh: -14%

How did O=C(CCC1CCCC1)NCCCNC(=O)CCC1CCCC1 do in these assays?
APEX1 inh: 39%; ERG Ets-DNA blk: -10%; TRHR ag: 0.8; POLK inh: 2%; POLB inh: 4%; BLM inh: -2%; Anesthetic bind: -12%; Pol iota inh: 43%; ALOX12 inh: 0%

Results for NC(=O)CSc1nnc(Cc2ccc3c(c2)OCO3)n1C1CCCCC1 ?
APEX1 inh: 1%; ERG Ets-DNA blk: 1%; TRHR ag: 0.2; POLK inh: -13%; POLB inh: -9%; BLM inh: 0%; Anesthetic bind: -20%; Pol iota inh: -12%; ALOX12 inh: 18%

How did CCCSc1nnc(N)s1 do in these assays?
APEX1 inh: 11%; ERG Ets-DNA blk: -3%; TRHR ag: 0.2; POLK inh: -16%; POLB inh: 43%; BLM inh: 2%; Anesthetic bind: -11%; Pol iota inh: -9%; ALOX12 inh: 21%

Results for O=C(N/N=C/c1cn(-c2ccccc2)nc1-c1cccnc1)c1ccccc1 ?
APEX1 inh: 4%; ERG Ets-DNA blk: 6%; TRHR ag: -1.8; POLK inh: -13%; POLB inh: 3%; BLM inh: -6%; Anesthetic bind: -7%; Pol iota inh: 56%[activator]; ALOX12 inh: 11%

How did Cc1cc(=O)oc(C)c1C(=O)N[C@@H](Cc1ccccc1)C(=O)O do in these assays?
APEX1 inh: 31%; ERG Ets-DNA blk: 1%; TRHR ag: 0.7; POLK inh: -18%; POLB inh: 11%; BLM inh: 0%; Anesthetic bind: 4%; Pol iota inh: 9%; ALOX12 inh: 0%

How did O=C(C1CC(=O)N(c2ccc3c(c2)OCCO3)C1)N1CCN(c2ccccc2)CC1 (stereo not drawn) do in these assays?
APEX1 inh: inconclusive; ERG Ets-DNA blk: 16%; TRHR ag: -0.3; POLK inh: -32%; POLB inh: inconclusive; BLM inh: -15%; Anesthetic bind: -9%; Pol iota inh: inconclusive; ALOX12 inh: 1%

How did CCOC(=O)C1=C(C)N(CCCC(=O)O)C(=O)NC1c1ccccc1OS(=O)(=O)c1ccc([N+](=O)[O-])cc1 (stereo not drawn) do in these assays?
ERG Ets-DNA blk: 2%; POLK inh: -15%; Pol iota inh: 5%; ALOX12 inh: -3%

How did CCN(CC)S(=O)(=O)c1cc(NC(=O)C2Cc3ccccc3C(=O)O2)ccc1C (stereo not drawn) do in these assays?
APEX1 inh: -5%; ERG Ets-DNA blk: -9%; TRHR ag: -0.1; POLK inh: -23%; POLB inh: 1%; BLM inh: -6%; Anesthetic bind: -13%; Pol iota inh: -7%; ALOX12 inh: 3%

How did O=c1cc[nH]c2ccc([N+](=O)[O-])cc12 do in these assays?
APEX1 inh: -3%; ERG Ets-DNA blk: -10%; TRHR ag: 0.0; POLK inh: 0%; POLB inh: 0%; BLM inh: 1%; Anesthetic bind: -7%; Pol iota inh: 118%[activator]; ALOX12 inh: -5%

Results for CN(C)CCCN(C(=O)c1ccc(S(=O)(=O)N2CCc3ccccc3C2)cc1)c1nc2c(F)cccc2s1 ?
APEX1 inh: 27%; ERG Ets-DNA blk: -14%; TRHR ag: 0.5; POLK inh: -3%; POLB inh: 16%; BLM inh: 2%; Anesthetic bind: inconclusive; Pol iota inh: 24%; ALOX12 inh: inconclusive

Results for Cc1ccc(NC(=O)C(C)OC(=O)Cn2[nH]c(=O)c3ccccc3c2=O)cc1 (stereo not drawn) ?
APEX1 inh: 4%; ERG Ets-DNA blk: -3%; TRHR ag: -0.1; POLK inh: -4%; Pol iota inh: 44%[activator]; ALOX12 inh: -10%

What do the screens show for `CC1Sc2ccc(C(=O)Nc3ncccc3O)cc2NC1=O` (stereo not drawn)?
APEX1 inh: 45%[activator]; ERG Ets-DNA blk: 7%; TRHR ag: 0.2; POLK inh: 1%; Pol iota inh: -11%; ALOX12 inh: 18%

Results for COc1cccc2cc(C(=O)OC(C)C(=O)c3ccc(C)cc3)c(=O)oc12 (stereo not drawn) ?
APEX1 inh: 13%; ERG Ets-DNA blk: 9%; TRHR ag: -1.2; POLK inh: 3%; POLB inh: 17%; BLM inh: -5%; Anesthetic bind: -7%; Pol iota inh: 21%; ALOX12 inh: 5%

Results for COc1ccc(N2CCN(C(=O)c3oc4ccccc4c3NC(=O)Cc3ccc(OC)c(OC)c3)CC2)cc1 ?
APEX1 inh: 2%; ERG Ets-DNA blk: 0%; TRHR ag: 0.1; POLK inh: -13%; POLB inh: -11%; BLM inh: -8%; Anesthetic bind: -10%; Pol iota inh: 39%[activator]; ALOX12 inh: 9%

How did Cc1[nH]c(=O)c(C#N)c(C)c1Br do in these assays?
APEX1 inh: -4%; TRHR ag: -0.6; POLK inh: -3%; POLB inh: 11%; BLM inh: 2%; Anesthetic bind: -9%; Pol iota inh: -12%; ALOX12 inh: -23%

How did CCCN1CCC(=O)N([C@H](CSc2ccc(C)cc2)c2ccccc2)CC1 do in these assays?
APEX1 inh: -3%; ERG Ets-DNA blk: 2%; TRHR ag: -0.7; POLK inh: -14%; POLB inh: 3%; BLM inh: 2%; Anesthetic bind: 0%; Pol iota inh: -1%; ALOX12 inh: -10%

Results for CCc1cccc(C)c1NC(=O)CSc1nnc(N)s1 ?
ERG Ets-DNA blk: -2%; TRHR ag: -1.7; POLK inh: 4%; POLB inh: 8%; BLM inh: -1%; Anesthetic bind: -6%; Pol iota inh: 29%; ALOX12 inh: -14%

What do the screens show for `CC(=O)c1ccc(OCC(O)CN2CCc3ccccc3C2)cc1` (stereo not drawn)?
APEX1 inh: 15%; ERG Ets-DNA blk: 1%; TRHR ag: -0.7; POLK inh: -12%; POLB inh: -1%; BLM inh: 1%; Anesthetic bind: -8%; Pol iota inh: 3%; ALOX12 inh: -1%

What do the screens show for `CCN(CC)c1ccc(N=C2C=CC(=O)C=C2NC(C)=O)cc1`?
ERG Ets-DNA blk: 9%; POLK inh: inconclusive; Pol iota inh: 45µM*; ALOX12 inh: inconclusive

How did C=CCn1c(SCC(=O)Nc2nnc(CC)s2)nnc1-c1cccnc1 do in these assays?
APEX1 inh: -2%; ERG Ets-DNA blk: -6%; TRHR ag: 0.2; POLK inh: -9%; POLB inh: 6%; BLM inh: -1%; Anesthetic bind: -9%; Pol iota inh: 7%; ALOX12 inh: -10%

What do the screens show for `CCn1c(SCC(=O)N2CCC(C)CC2)nnc1-c1ccccc1O`?
ERG Ets-DNA blk: -1%; TRHR ag: -0.3; POLK inh: -6%[60.1 µM]; POLB inh: -2%; BLM inh: 1%; Anesthetic bind: -22%; Pol iota inh: inconclusive; ALOX12 inh: -21%

Results for CCn1cc(C(=O)OCC(=O)Nc2ccc(S(=O)(=O)N3CCCC3)cc2)c(=O)c2ccc(C)nc21 ?
APEX1 inh: -4%; ERG Ets-DNA blk: -16%; TRHR ag: -1.0; POLK inh: -10%; POLB inh: -1%; BLM inh: -1%; Anesthetic bind: -15%; Pol iota inh: inconclusive; ALOX12 inh: 6%

Results for Nc1nc(SCc2ccc(Br)cc2)n[nH]1 ?
APEX1 inh: -1%; ERG Ets-DNA blk: 8%; TRHR ag: -0.5; POLK inh: -11%; POLB inh: 7%; BLM inh: -6%; Anesthetic bind: -11%; Pol iota inh: -4%; ALOX12 inh: 0%

How did Cc1ccc(CSCCNC(=O)c2cccc([N+](=O)[O-])c2)cc1 do in these assays?
APEX1 inh: 7%; ERG Ets-DNA blk: -11%; TRHR ag: -0.8; POLK inh: -8%; POLB inh: 22%; BLM inh: -12%; Anesthetic bind: -14%; Pol iota inh: 21%; ALOX12 inh: -25%

Quoted at random: 2 entries already listed.
How did O=c1cc[nH]c2ccc([N+](=O)[O-])cc12 do in these assays?
APEX1 inh: -3%; ERG Ets-DNA blk: -10%; TRHR ag: 0.0; POLK inh: 0%; POLB inh: 0%; BLM inh: 1%; Anesthetic bind: -7%; Pol iota inh: 118%[activator]; ALOX12 inh: -5%

How did CCOC(=O)C1=C(C)N(CCCC(=O)O)C(=O)NC1c1ccccc1OS(=O)(=O)c1ccc([N+](=O)[O-])cc1 (stereo not drawn) do in these assays?
ERG Ets-DNA blk: 2%; POLK inh: -15%; Pol iota inh: 5%; ALOX12 inh: -3%
